Assay outcomes (PubChem)
Granule exo inh: blocks lytic granule exocytosis; TALL-104 LAMP-1 surface exposure, flow cytometry; cells stimulated with thapsigargin and PMA; 360,000 compounds, 0.66% hits; inhibition, % at 10 µM;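 active means inhibition above about 55%, limit read from the data; inconclusive means no clear call, values can overlap the other calls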
HTR2A ag: activates the mouse 5-HT2A serotonin receptor | CHO-K1 mHTR2A beta-arrestin complementation, luminescence; percent of 30 µM serotonin response | 360,000 compounds, 0.66% hits | activation, % at 7.6 µM | AID 624169;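 active means activation above a run cutoff, the mean activation of all tested compounds plus 3 SD, cut at about 14% in these data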;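 further: 0% = plate median of compound wells and 100% = 30 µM serotonin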
Target sequence (P35363 whole entry, looked up): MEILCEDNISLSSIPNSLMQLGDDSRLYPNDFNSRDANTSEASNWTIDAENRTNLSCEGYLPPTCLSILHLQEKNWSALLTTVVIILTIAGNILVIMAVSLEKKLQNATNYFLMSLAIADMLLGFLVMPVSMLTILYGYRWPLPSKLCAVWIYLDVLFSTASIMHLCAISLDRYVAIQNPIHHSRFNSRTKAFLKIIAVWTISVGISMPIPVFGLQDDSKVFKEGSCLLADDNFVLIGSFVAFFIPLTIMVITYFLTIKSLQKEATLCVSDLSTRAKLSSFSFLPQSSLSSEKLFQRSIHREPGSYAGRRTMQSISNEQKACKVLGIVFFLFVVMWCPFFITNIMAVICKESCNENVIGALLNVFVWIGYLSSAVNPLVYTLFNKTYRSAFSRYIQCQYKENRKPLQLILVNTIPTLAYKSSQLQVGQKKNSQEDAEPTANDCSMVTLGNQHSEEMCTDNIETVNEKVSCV
aDG glyco up: increases alpha dystroglycan glycosylation; Pro5-aDG cells, alpha-DG glycosylation AlphaScreen (IIH6); 0% Pro5, 100% B10-LARGE cell signal; activation, % at 10 µM; 360,000 compounds, 0.22% hits; AID 624168;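 active means activation of at least 8% versus controls, or a plate z-score of at least 8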;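 further: Pro5 are CHO cells carrying HIG-tagged alpha-DG that lacks glycosylation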
CaV13 ICDI inh: Disruptors of the CACNA1D IQ motif to Ca2+-dependent inactivation inhibitor domain association, primary screening, Förster resonance energy transfer in intact living …; AID 743397; inhibition, % at 12.3 µM; HEK cells, CFP/YFP FRET ICDI-IQ, plate reader, 10 min; percent FRET-ratio fall versus neutral wells; 340,000 compounds, 0.098% hits;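 active means mean replicate inhibition of at least 30% and at least 1% of replicates passing that level; inconclusive means only one of the two criteria is met; inactive means neither criterion is met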;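 further: 0% = median of the neutral control wells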
hiPSC survival: increases survival of single human iPS cells | hiPSC single-cell survival, ATPlite luminescence; 100% = ROCK inhibitor wells, 0% = DMSO | survival enhancement, % at 20 µM | 360,000 compounds, 0.044% hits | AID 602274; in the data active means survival enhancement above about 18%;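 further: cells exposed to compounds for 16 hours before the ATP read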
ABCB6 inh MLPCN: human ABCB6 transporter inhibition; Q9NP58; K562-ABCB6 porphyrin accumulation, flow cytometry, 1 h; hits give low values; fluorescence ratio to DMSO, % at 10 µM; 360,000 compounds, 0.19% hits; AID 602162;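 active means fluorescence ratio to DMSO below 75%, the collection mean minus 3 SD; inconclusive means too few cells collected in the well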;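 further: signal is porphyrin accumulated inside mitochondria; 100% equals median channel fluorescence of DMSO control wells; lower ratio means ABCB6 inhibition with less porphyrin fluorescence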
Glyco luc inh: N-linked glycosylation inhibition | 360,000 compounds, 0.23% hits | D54 ERlucT glycosylation luciferase reporter, 24 h; percent of 100 nM tunicamycin response | reporter increase, % at 12.5 µM;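 active means mean luciferase reporter signal, scaled so untreated is 0 and the glycosylation-blocking control 100, at or above a set limit in every replicate; inconclusive means mean reaches the limit but not every replicate does; inactive means mean below the limit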;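 further: luciferase carries N-glycosylation sites so blocking glycosylation raises the light; 0% = median of neutral control wells and 100% = median of 100 nM tunicamycin wells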
Vif inh: HIV Vif inhibition; AID 602346; HEK293T cells, Vif self-association by quenched fluorescence, imaging, 24 h; 340,000 compounds, 0.35% hits; inhibition, % at 7.49 µM; in the data active means inhibition above about 50%, passing the limit was not always enough; inconclusive means no clear call, values can overlap the other calls; inactive means below about 31%; further: some results filed as inactive read as strong as hits
H9c2 protect: modulators protecting cardiomyocytes from myocardial damage; H9c2 cardiomyocytes, H2O2 injury protection, ATPLite, 2 h; protection from H2O2 cell death, % at 20 µM; 360,000 compounds, 0.63% hits; AID 588492;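 active means compounds giving at least 50% protection of heart cells from peroxide-induced death in the single-dose screen, raw or plate-pattern-corrected value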;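 further: 0% = DMSO wells with peroxide and 100% = DMSO wells without peroxide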
PDI inh: PDI (human) enzyme inhibition; inhibition, % at 10 µM; 350,000 compounds, 0.052% hits; AID 588391; P07237; PDI insulin aggregation turbidity, A650, 90 min;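 active means mean inhibition across replicates of 30% or more, whatever share of single replicates reach that level; inconclusive means mean inhibition below 30% while every single replicate reaches 30%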;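 further: absorbance from insulin aggregation driven by PDI reduction with DTT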
Target sequence (P07237 whole entry, looked up): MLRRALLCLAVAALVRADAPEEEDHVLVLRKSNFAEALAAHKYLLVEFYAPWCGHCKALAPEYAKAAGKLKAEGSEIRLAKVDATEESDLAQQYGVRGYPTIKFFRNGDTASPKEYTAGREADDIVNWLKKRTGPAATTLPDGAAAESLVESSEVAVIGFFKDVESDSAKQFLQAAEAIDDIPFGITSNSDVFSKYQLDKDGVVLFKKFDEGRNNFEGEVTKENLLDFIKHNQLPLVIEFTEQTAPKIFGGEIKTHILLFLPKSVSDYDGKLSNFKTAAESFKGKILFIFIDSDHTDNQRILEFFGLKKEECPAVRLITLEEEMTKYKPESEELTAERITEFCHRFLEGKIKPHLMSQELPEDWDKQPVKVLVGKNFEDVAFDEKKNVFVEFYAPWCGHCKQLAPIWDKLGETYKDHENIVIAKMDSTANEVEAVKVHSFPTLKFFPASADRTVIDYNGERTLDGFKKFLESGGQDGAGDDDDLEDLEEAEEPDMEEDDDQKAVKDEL
* marks the source's active call; other numbers are inactive results; ? = inconclusive; . = no result given. Compounds as they come. About 3.1% of those tested had a hit in this group.

SMILES	Granule exo inh	HTR2A ag	aDG glyco up	CaV13 ICDI inh	hiPSC survival	ABCB6 inh MLPCN	Glyco luc inh	Vif inh	H9c2 protect	PDI inh
O=C(CN1C(=O)/C(=C/c2ccccc2)Sc2ccccc21)NCCCN1CCOCC1	6	-1	-0.2	-5	0.6	96	1	9	-2	0
O=S(=O)(c1ccccc1)N1CCN(c2nnnn2-c2ccccc2)CC1	0	-2	-0.1	-2	-1.5	95	1	0	2	5
Cc1cc(C)c(C#N)c(N2CCN(Cc3ccc4c(c3)OCO4)CC2)n1	-2	-12	-0.1	-4	1.3	104	0	21	6	-2
O=C(CCNC(=O)c1ccco1)Nc1ccc(Cl)c(C(F)(F)F)c1	-8	-3	0.0	-4	0.1	95	4	9	-6	-12
CCOC(=O)c1c(C)oc(/N=C/c2ccccc2O)c1C#N	-3	5	-0.2	.	5.8	114	0	-9	-23	11
CC(=O)Nn1cc2c(=O)n(C)c(=O)n(C)c2c1	-5	1	-0.2	-8	-2.1	102	1	0	6	1
COc1ccc(C(C(C(=O)c2cccs2)N2CCOCC2)N2CCOCC2)cc1OC (stereo not given)	0	-2	-0.1	-3	-0.7	98	4	16	4	2
C=CCN(CC=C)S(=O)(=O)c1ccc2nc(NC(=O)C3CCCO3)sc2c1 (stereo not given)	6	-2	0.8	-3	-1.3	111	0	-2	-5	-4
CN1C(=O)[C@H]2[C@@H](c3ccc(C(F)(F)F)cc3)N[C@]3(CCCN(Cc4ccc(C(F)(F)F)cc4)C3=O)[C@H]2C1=O	3	0	0.5	-8	0.5	98	-1	1	-9	18
CCOc1ccc(CCNC(=O)CCC(=O)N2CCOc3ccccc32)cc1OCC	0	2	0.4	-3	2.0	100	-2	3	-2	.
CCCc1cc(-c2[nH]ncc2-c2ccc3c(c2)OCCCO3)c(O)cc1O	4	-3	-0.3	-4	1.5	95	-1	-4	4	-4
O=C(NCc1cccnc1)c1nc(-c2ccc(C(F)(F)F)cc2)no1	0	-4	0.3	-19	2.7	96	-3	-13	-2	-3

Record cards, from the list above:
Entry for CCCc1cc(-c2[nH]ncc2-c2ccc3c(c2)OCCCO3)c(O)cc1O = Granule exo inh = 4; HTR2A ag = -3; aDG glyco up = -0.3; CaV13 ICDI inh = -4; hiPSC survival = 1.5; ABCB6 inh MLPCN = 95; Glyco luc inh = -1; Vif inh = -4; H9c2 protect = 4; PDI inh = -4
Entry for CCOC(=O)c1c(C)oc(/N=C/c2ccccc2O)c1C#N = Granule exo inh = -3; HTR2A ag = 5; aDG glyco up = -0.2; CaV13 ICDI inh = .; hiPSC survival = 5.8; ABCB6 inh MLPCN = 114; Glyco luc inh = 0; Vif inh = -9; H9c2 protect = -23; PDI inh = 11

Other results follow.
SMILES	Granule exo inh	HTR2A ag	aDG glyco up	CaV13 ICDI inh	hiPSC survival	ABCB6 inh MLPCN	Glyco luc inh	Vif inh	H9c2 protect	PDI inh
CCOc1ccccc1N(CC(=O)OC)S(C)(=O)=O	-9	-3	-0.2	-7	1.3	98	1	-3	2	3
CCCCC(=O)Nc1ccc(NC(=S)NC(=O)c2cccs2)cc1OC	2	0	0.0	-3	0.3	90	1	5	-1	-9
C/C(Cn1nnc([N+](=O)[O-])n1)=N\NC(=O)c1ccc(O)cc1O	-8	2	0.4	-3	0.5	95	6	-3	2	-6
CNCCCC1Sc2ccccc2Oc2ccccc21 (stereo not given)	2	2	2.9	-5	-2.7	92	-4	-2	-1	3
CCOC(=O)N1CCN(c2ccc(C(F)(F)F)cn2)CC1	-3	7	0.1	-2	0.4	98	0	-14	-2	1
CC(=O)c1cccc(-c2ccnc3c2CC(C(=O)Nc2ccc(C(C)C)cc2)O3)c1 (stereo not given)	-2	8	2.9	-11	-1.9	96	-7	-6	-2	-2
CCCCCCCCNS(=O)(=O)CCNC1CC1	-6	-3	0.2	-12	0.3	101	0	-9	-10	-6
CC1CCC(NC(=O)CCNC(=O)c2ccc(Br)cc2)CC1 (stereo not given)	1	2	-0.1	-6	0.0	100	1	-2	0	6
CCOc1ccc(S(=O)(=O)N2CCC(C(=O)NC3CCCC3)CC2)cc1	6	7	-0.3	-5	-0.1	100	0	-5	-3	-2
Cc1cccc(NC(=S)N2CCn3cccc3C2c2cccnc2)c1 (stereo not given)	-10	3	0.1	-6	-1.5	103	0	2	1	1
Cc1cccc(C(=O)NC(C)C2CC3CCC2C3)c1 (stereo not given)	-4	-4	0.1	-20	0.8	94	0	3	-4	-5
CCn1c(SCCOc2ccc(OC)cc2)nnc1C(CO)NC(=O)c1ccc(OC)cc1 (stereo not given)	-2	2	1.0	-5	0.0	101	2	-8	-4	2
CCOC(=O)N1CCN(Cc2ccc(OCC(O)CN3CCCCC3)cc2)CC1 (stereo not given)	8	33*	0.0	-4	-0.3	106	-1	-6	3	0
Cc1ccc2c(c1)C(c1ccccc1)N(C(=O)c1ccccc1)CC(=O)N2 (stereo not given)	13	-1	-0.1	-20	-0.4	98	-1	6	11	1
Cc1ccc(C(=O)Nc2cc(=O)n(C)c(=O)n2C)o1	0	-5	-0.1	-4	1.6	99	0	5	3	-2
N#C/C(=C\c1cccn1S(=O)(=O)c1ccccc1)S(=O)(=O)c1ccc(F)cc1	5	0	-0.1	-11	-1.3	100	2	.	-10	-1
CCOC(=O)C1=C(C)NC2=C(C(=O)CCC2)C1c1coc2ccccc2c1=O (stereo not given)	0	-2	-0.1	-7	1.0	98	1	-13	2	1
CCOC(=O)c1sc2nc(C)nc(NCc3ccccc3)c2c1C	2	-1	0.7	-2	0.4	94	3	-12	-16	-1
CCOC(=O)CNC(=O)C(CC(C)C)NC(=O)C1CCCCC1 (stereo not given)	-1	0	0.0	-5	-1.3	96	0	.	1	-6
CCCN(CCC)C(=O)CC(c1ccccc1)C1CCOC(C)(C)C1 (stereo not given)	6	10	0.3	-4	1.4	96	1	-4	12	5
Cc1ccccc1NC(=S)N(C)Cc1cn(C)c2ccccc12	?	-5	-0.1	-5	-0.6	102	0	1	0	5
O=C(CSCc1cccs1)N1CCCC1	-7	7	-0.1	.	2.7	101	-1	7	-1	-4
CCCCc1ccc(NC(=O)C(=O)NCCN2CCN(C(=O)c3ccc([N+](=O)[O-])cc3)CC2)cc1	7	0	0.7	-3	0.5	92	2	-1	-10	7
NC(=O)c1ccc(N2CCN(c3ccccc3F)CC2)c([N+](=O)[O-])c1	-3	-1	0.0	-2	-0.6	90	-1	8	-9	3
CCOC(=O)N1CCN(S(=O)(=O)c2cc(OCC(=O)NC3CCCCC3)c(C)cc2Cl)CC1	-3	3	0.3	-5	-3.7	95	-5	-18	3	0
N#Cc1cccc(NC(=O)c2ccccc2C(=O)O)c1	-5	4	-0.1	-8	-0.6	97	3	16	2	1
Cc1nc2sc(C(c3ccc(F)cc3)N3CCN(C(=O)c4ccco4)CC3)c(O)n2n1 (stereo not given)	1	-2	-0.1	-6	1.4	95	-4	4	2	-4
Cn1cnnc1SCC(=O)Nc1ccc(Cl)cc1	0	-2	0.0	-21	0.4	94	0	-4	-2	5
COc1cccc(NC(=O)c2cc([N+](=O)[O-])ccc2NC(=O)CNCC2CCCO2)c1 (stereo not given)	-3	-4	-0.6	-5	-0.6	95	0	-18	10	28
COC(=O)C1=CN(c2ccc(OC)cc2)C=C(C(=O)OC)C1c1ccc(C)c([N+](=O)[O-])c1	1	10	-0.2	-18	-1.5	89	-6	4	-9	4
O=C(c1cccc(N2C(=O)C3C4C=CC(C4)C3C2=O)c1)N1CCN(c2ccccc2Cl)CC1 (stereo not given)	0	-2	0.1	-5	0.0	91	5	0	4	-1
O=C(N/N=C/c1ccc(Cl)c([N+](=O)[O-])c1)c1ccc2c(c1)OCCO2	-3	6	0.2	-16	-0.6	99	-5	-2	9	-2
COc1ccc(NC(=O)NC(C)(C(F)(F)F)C(F)(F)F)cc1	-21	4	0.0	.	-1.5	92	1	4	1	4
CCC1Nc2ncnc(N3CCc4ccccc4C3)c2N(Cc2ccc(Br)cc2)C1=O (stereo not given)	-2	-14	0.6	.	0.0	106	8	.	-2	.
C=CCn1c(NCc2ccccc2)nc2ccccc21	-2	4	0.1	-4	-0.7	103	1	3	-2	-4
COC(=O)/C=C1\OCc2cc(OC)c(OCc3ccccc3)cc21	4	-8	0.1	-17	.	.	.	.	.	.
COc1ccc(OC)c(/C=N/NC(=O)c2cc3c(OC)c(OC)ccc3[nH]2)c1	-7	5	-0.1	-20	1.1	107	1	-8	90*	5
COc1cc(NC(=O)c2cc(C(C)C)on2)c(OC)cc1Cl	1	4	0.0	-6	0.9	95	1	-16	-5	3
CC(=O)c1cccc(NC(=O)Cn2c(=O)oc3cc(S(=O)(=O)N4CCCC4)ccc32)c1	4	-4	-0.1	4	-0.5	93	-1	-14	-4	3
CC1(C)CC2CC(C)(CN2C(=O)c2ccccc2)C1 (stereo not given)	-1	-2	-0.1	9	-0.1	99	2	-3	4	2
CCCn1nnnc1SCC(=O)NCc1ccc(OC)cc1	3	-3	-0.1	0	2.3	92	0	31	3	0
O=C(CCCCCNC(=O)N1CCn2c1nc1ccccc12)NCc1ccccc1Cl	10	-1	0.1	-7	-0.7	98	2	-7	2	-2
CC1(c2cccc([N+](=O)[O-])c2)CC(C)(C)N(C(=O)c2ccccc2)c2ccccc21 (stereo not given)	0	9	-0.5	-4	-2.3	97	-9	-13	-6	23
Cc1ccccc1C(=O)N(CC(=O)Nc1sc(C)c(C)c1C(N)=O)C1CCCC1	0	7	-0.2	-7	0.7	100	0	-3	1	0
CCOC(=O)C(=O)Nc1ccc(S(=O)(=O)N2CCOCC2)cc1OC	10	2	-0.1	-4	1.5	100	2	0	13	1
Cc1cc(C)n2nc(C(=O)N/N=C/C=C/c3ccccc3)nc2n1	-5	1	0.0	-21	4.9	98	-3	0	7	9
O=C(COC(=O)C12CC3CC(CC(C3)C1)C2)NCc1ccco1	-3	0	-0.3	.	6.5	120	1	-18	-4	-2
CCOC(=O)C(NC(C)=O)C(OC(C)=O)c1cccc(N(CCO)CCO)c1 (stereo not given)	2	6	0.0	-1	2.9	98	0	-6	-6	3
OC(c1ccccc1)C(O)C(c1ccccc1)N1CCCCC1 (stereo not given)	23	-4	0.0	-5	-2.2	102	5	12	0	2
COc1cccc(-c2cc(N3CCN(C(=O)c4ccoc4)CC3)n3nc(-c4cccc(Cl)c4)cc3n2)c1	-4	16*	-0.2	-3	2.0	96	-15	-17	-13	1
COCCn1c(-c2ccccc2)nc2oc3ccccc3c(=O)c2c1=O	-4	-5	-0.1	-4	0.2	99	3	11	-2	6
O=C(CC[C@H]1O[C@@H](n2ccc(=O)[nH]c2=O)[C@H](O)[C@@H]1O)NCCCc1ccccc1	-5	-2	0.3	-5	2.1	99	0	-6	0	.
O=C(Nc1ccc(OC(F)(F)F)cc1)c1cc(S(=O)(=O)N2CCCCC2)ccc1N1CCOCC1	-7	-3	0.3	-14	1.4	97	-5	2	-10	-2
CC(C)CN(C(=O)CSc1nc2ccccc2[nH]1)C1CCS(=O)(=O)C1 (stereo not given)	-1	-1	0.0	-2	0.1	94	1	29	8	-2
CC1SC(=S)N(c2ccc(N(C)C)cc2)C1=O (stereo not given)	10	-11	-0.1	-2	0.2	98	1	-1	0	-4
